Bioassay records: PubChem, National Center for Advancing Translational Sciences (NCATS)
Tau fibril FP: inhibitors of human tau fibril formation; P10636; K18 P301L tau heparin fibrillization, Alexa594 FP, 6 h; 280,000 compounds, 0.39% hits; Potency, µM (top dose mostly 57.7 µM), without a hit: at the top dose activity, negative = inhibition, usual class: inhibitors; AID 1468; also: % is scaled to controls: 0 for no effect and ±100 for the full control effect; nearly all actives have a fitted effect of over 55% in size
Target sequence (P10636 561-689 P618L limits assumed): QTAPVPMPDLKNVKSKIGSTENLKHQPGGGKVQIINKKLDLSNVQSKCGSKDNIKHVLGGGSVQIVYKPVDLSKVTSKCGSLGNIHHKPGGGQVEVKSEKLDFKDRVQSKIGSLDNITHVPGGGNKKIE
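K18 P301L tau (15 uM unlabeled/0.24 uM Alexa 594-labeled, final) + compound + heparin 20 uM final; 100 mM NaOAc pH 7; 6 hr 37 C; ThT 30 uM final added, 1 hr RT; FP ex 555/em 632 nm.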
Tau fibril ThT: blocks human tau fibril formation measured by thioflavin T; recombinant tau K18 P301L, heparin-induced fibrillization, ThT fluorescence; Potency, µM (series often up to 57.4 µM), without a hit: at the highest dose activity, negative = inhibition, most hits filed as inhibitors; 270,000 compounds, 2.1% hits; also: % is scaled to controls: 0 for no effect and ±100 for the full control effect; nearly all actives have a fitted effect of over 55% in size
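Aggregation was driven by heparin (20 uM final) acting on recombinant tau […] bearing P301L in 100 mM sodium acetate pH 7; fibrils were detected with Thioflavin T.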
Tau fluor counter: counter-screen for tau fibril formation inhibitors. tau K18 P301L (four-repeat tau fragment) Alexa594 fluorescence, heparin fibrillization. Potency, µM (doses to about 57.7 µM), for inactives: top-dose activity change, negative = decrease. 280,000 compounds, 0.93% hits. AID 1463; also: % is scaled to controls: 0 for no effect and ±100 for the full control effect; nearly all actives have a fitted effect of over 55% in size
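Human K18 P301L tau (15 uM unlabeled plus 0.24 uM Alexa 594-labeled, final) in 100 mM sodium acetate pH 7 was mixed with compound and 20 uM heparin and incubated 6 hr at 37 C.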
L3MBTL1 inh: blocks human L3MBTL1; Q9Y468; AlphaScreen L3MBTL1–H3K9me1 peptide binding; Potency, µM (highest dose often 57.1 µM), inactives show at the highest dose activity, negative = inhibition, most hits filed as inhibitors; 230,000 compounds, 0.66% hits; AID 485360; also: % is scaled to controls: 0 for no effect and ±100 for the full control effect; nearly all actives have a fitted effect of over 60% in size
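First, the protein-peptide complex forms for 30 min at room temperature (L3MBTL1 50 nM, biotinylated H3K9me1 peptide 75 nM). Next, compounds are pin-transferred and incubated 30 min. Finally, AlphaScreen beads are added and read after 30 min.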
TR SRC2 fluor cs: Texas Red fluorescence interference in TRb-SRC2 counter-screen; TRb/SRC2 Texas Red total fluorescence interference; Potency, µM (highest dose often 106 µM), without a hit: at the highest dose fluorescence change, negative = quenching; 280,000 compounds, 0.29% hits; active = well fitted curve in either direction with a large enough effect; inconclusive = small, poorly fitted or top-dose-only effect; also: % is scaled to controls: 0 for no effect and ±100 for the full control effect
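Human TRβ ligand-binding domain (0.6 uM) and Texas Red SRC2 peptide (20 nM) in Tris buffer with 1 uM T3 and 5% DMSO were incubated with pinned compound for 5 hr at ambient temperature. Total fluorescence was computed as S + 2P (555/632 nm).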
HTT cytoprotect: protects HTT-Q103 PC12 cells, measured by ATP. Potency, µM (highest dose often 56.4 µM), for the others: cytoprotection (ATP increase), hits mostly activators. AID 1471. 230,000 compounds, 0.14% hits. PC12 HTT-Q103 induced, cytoprotection, ATP luminescence, 40 h;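 also: % of control where 0% means no effect; nearly all actives have a fitted effect of over 45% in size; toxic huntingtin expression switched on by the ecdysone agonist tebufenozide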
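PC12 cells with ecdysone-inducible HTT exon 1 Q103-GFP, induced with 100 nM tebufenozide and co-treated with library compounds in a dose series (1536-well, 1500 cells/well). Cytoprotection read as ATP content by ATPlite luminescence.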
RECQ1 inh: blocks DNA unwinding by human RECQ1 | Potency, µM (series often up to 57.3 µM), for inactives: at the highest dose activity, negative = inhibition, usual class: inhibitors | RECQ1 DNA unwinding, red fluorescence kinetic read | 240,000 compounds, 0.54% hits | P46063;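 also: plate controls were vehicle for no effect and no enzyme for full effect; nearly all actives have a fitted effect of over 30% in size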
Target sequence (P46063 whole entry, looked up): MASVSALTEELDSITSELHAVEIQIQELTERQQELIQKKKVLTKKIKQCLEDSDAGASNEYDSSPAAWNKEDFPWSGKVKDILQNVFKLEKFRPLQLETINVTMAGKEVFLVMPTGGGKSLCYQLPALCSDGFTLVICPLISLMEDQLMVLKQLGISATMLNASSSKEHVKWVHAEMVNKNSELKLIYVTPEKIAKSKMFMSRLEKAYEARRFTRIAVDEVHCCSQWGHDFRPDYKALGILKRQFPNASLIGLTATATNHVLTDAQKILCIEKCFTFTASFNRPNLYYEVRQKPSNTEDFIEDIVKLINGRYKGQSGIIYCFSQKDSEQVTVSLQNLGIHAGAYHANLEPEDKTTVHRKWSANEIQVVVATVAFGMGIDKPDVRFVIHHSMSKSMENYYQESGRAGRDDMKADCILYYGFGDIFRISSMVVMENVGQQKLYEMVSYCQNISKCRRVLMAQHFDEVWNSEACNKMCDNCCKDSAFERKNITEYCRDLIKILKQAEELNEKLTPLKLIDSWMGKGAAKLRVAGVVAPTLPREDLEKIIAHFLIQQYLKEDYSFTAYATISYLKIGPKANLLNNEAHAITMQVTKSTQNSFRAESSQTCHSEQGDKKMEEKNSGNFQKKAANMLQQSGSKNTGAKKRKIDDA
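50 nM RECQ1T1 preincubated 15 min with compound in Tris pH 8.0 buffer with MgCl2, DTT, Tween-20 and 2.5 ug/ml poly(dI-dC); started with 200 nM TAMRA/BHQ-2 forked duplex and 2 mM ATP. Unwinding read as fluorescence (525/598 nm), two reads 2 h apart.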
TRb SRC2 PPI: TRbeta-SRC2 interaction inhibition; AID 1469; P10828; Potency, µM (doses to about 106 µM), for the others: at the top dose activity change, negative = inhibition, most hits filed as inhibitors; 280,000 compounds, 0.065% hits; TRbeta-SRC2 peptide binding, fluorescence polarization; receptor liganded with 1 µM T3;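 also: plate controls were bound peptide for no effect and peptide without receptor for full effect; nearly all actives have a fitted effect of over 50% in size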
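Polarization signal, normalized between peptide-alone and full complex controls, measured compound effects on T3-liganded human TRb LBD (0.6 uM) binding 20 nM Texas Red SRC2 peptide after 5 hr.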
* marks the source's active call; other numbers are inactive results; i = inactive; ? = inconclusive; . = not tested or not shown; [ ] = dose if it differs, or a comment. Unless noted, calls follow the shape of the dose curve; as a rule, active = well fitted curve in the direction sought with a large enough effect; inconclusive = small, poorly fitted or top-dose-only effect, or another doubt; inactive = no such curve, though single readings can be large; an effect the other way counts as inactive or inconclusive. Potency is read from the fitted curve at half-maximal effect. Not all compounds are listed (hit frequency here may not be typical).

Preview:
Results follow in this order: Tau fibril FP	Tau fibril ThT	Tau fluor counter	L3MBTL1 inh	TR SRC2 fluor cs	HTT cytoprotect	RECQ1 inh	TRb SRC2 PPI
- CCC(=O)NCCCNc1nc2c(C)cccc2cc1C#N
 : -5%	1%	6%	10%	-2%	.	-8%	4%
- CCCC(=O)Nc1ccc(C(=O)NNC(=S)NC(=O)c2cccs2)cc1
 : 3%	?	3%	20%	-3%	15%	-2%	-1%
- O=C(O)CCNC(=O)/C(=C/C=C/c1ccccc1)NC(=O)c1ccccc1
 : 5%	-2%	0%	.	-2%	?	1%	-1%

This part in full, repeating the preview:
Results follow in this order: Tau fibril FP	Tau fibril ThT	Tau fluor counter	L3MBTL1 inh	TR SRC2 fluor cs	HTT cytoprotect	RECQ1 inh	TRb SRC2 PPI
- CCC(=O)NCCCNc1nc2c(C)cccc2cc1C#N
 : -5%	1%	6%	10%	-2%	.	-8%	4%
- CCCC(=O)Nc1ccc(C(=O)NNC(=S)NC(=O)c2cccs2)cc1
 : 3%	?	3%	20%	-3%	15%	-2%	-1%
- O=C(O)CCNC(=O)/C(=C/C=C/c1ccccc1)NC(=O)c1ccccc1
 : 5%	-2%	0%	.	-2%	?	1%	-1%
- CCc1ccc(Nc2ncc3c(n2)CC(c2ccc(OC)cc2)CC3=O)cc1 (configuration not stated)
 : -4%	3%	-4%	-4%	-3%	-9%	-10%	-3%
- COc1cccc(NC(=O)CCc2nc(-c3cccs3)no2)c1
 : -4%	-12%	-18%	.	1%	.	.	-3%
- Cc1ccc(S(=O)(=O)n2c([N+](=O)[O-])cnc2C)c(C)c1C
 : -1%	-3%	2%	6%	0%	19%[10 µM]	-1%	-2%
- CCOC(=O)C(C)S(=O)(=O)c1ccc(C(F)(F)F)cn1 (configuration not stated)
 : -3%	-2%	1%	6%	1%	-23%[10 µM]	0%	4%
- COc1ccc(OC)c(CNCc2c(C(=O)O)n(Cc3ccccc3)c3cc(OC)ccc23)c1
 : 2%	-4%	-5%	.	-1%	.	.	10%
- O=C(Nc1ccc(F)c(Cl)c1)C1CC(=O)n2c(nc3ccccc32)N1 (configuration not stated)
 : -11%	6%	-2%	-7%	0%	2%[10 µM]	17%	-4%
- COc1ccc(CC(CC(=O)O)C(=O)Nc2ccccc2)cc1 (configuration not stated)
 : -4%	-14%	-10%	.	-1%	-2%	0%	2%
- COc1ccc(NC(=O)c2ccc3oc(=O)c(S(=O)(=O)c4ccc(F)cc4)cc3c2)cc1OC
 : -8%	-11%	-28%	.	0%	.	.	0%
- Cc1nn2c3ccccc3n(CC(=O)c3cccs3)c2nc1=O
 : 5%	7%	8%	-11%	-6%	5%[10 µM]	14%	-11%
- COc1ccccc1Cn1c(C)nc2ccccc21
 : 4%	-4%	-10%	-1%	0%	11%[10 µM]	-20%	0%
- CCN1C(C(=O)c2ccccc2)=C(OC(=O)c2ccc(OC)cc2)c2ccccc2S1(=O)=O
 : -6%	-12%	-15%	.	2%	.	.	-1%
- COC(=O)N1CCN(c2ccc(OC)cc2)CC1
 : -1%	-8%	-2%	?	0%	6%	-1%	-21%
- COCCCn1c(SCC(=O)Nc2sc3c(c2C#N)CCCC3)nnc1-c1ccncc1
 : 9%	?	-6%	18%	0%	15%[10 µM]	-2%	1%
- Clc1cccc(CSc2nnc(C3CCNCC3)o2)c1
 : -7%	0%	-5%	.	?	.	.	-10%
- Cc1cc2c(c(=O)n1Cc1ccco1)C(c1ccccc1)C(C#N)=C(N)O2 (configuration not stated)
 : -7%	-9%	-15%	.	-3%	-9%	-16%	1%
- Cc1cccc(Cn2c(C)nc3c(N)c(C)c(C)cc32)c1
 : 13%	-7%	-8%	?	0%	22%[10 µM]	-14%	-6%
- CS(=O)(=O)N1CCCC(C(=O)Nc2ccc3c(c2)OCCO3)C1 (configuration not stated)
 : -1%	-18%	-19%	.	0%	8%	i	0%
- O=C(COC(=O)c1cccnc1Cl)NCC1CCCO1 (configuration not stated)
 : -3%	-2%	-5%	?	0%	23%	i	-2%
- Cc1nn(C(C)C)c(C)c1[C@@H]1C[C@H]2CN(Cc3cccc(Cl)c3)C(=O)[C@]23CCCN13
 : 8%	-8%	-1%	3%	-1%	11%[10 µM]	13%	0%
- COc1cccc(C(=O)NC2CC3CCCC(C2)N3CC(=O)Nc2ccccc2)c1 (configuration not stated)
 : 0%	?	-17%	-15%	-1%	1%	0%	0%
- OC1(c2ccccn2)COc2ccccc2O1 (configuration not stated)
 : 3%	0%	-2%	24%	-4%	-4%[10 µM]	9%	-9%
- Cc1ccc(NCC(=O)N/N=C/c2ccncc2)cc1
 : 1%	7%	6%	-4%	-3%	24%[10 µM]	i	-4%
- O=C(COC(=O)CSc1ccc2ccccc2c1)Nc1ccccc1OC(F)F
 : -1%	-12%	-19%	19%	-1%	10%[10 µM]	i	-3%
- O=C(Cc1cccc2ccccc12)Nc1cccnc1
 : 7%	-4%	-5%	.	3%	-39%[inhibitor]	3%	-2%
- COc1ccccc1NC(=O)c1csc2c1CCC(C)C2 (configuration not stated)
 : -3%[2.34 µM]	1%	-3%[2.34 µM]	-24%	3%[53 µM]	0%[10 µM]	-10%	6%[53 µM]
- O=C(CSc1nc2ncccc2[nH]1)NCc1ccccc1
 : -8%	-3%	3%	-9%	1%	-15%[10 µM]	2%	6%
- COc1ccc(CCn2c(=O)[nH]c3cc(C(=O)NCCCN4CCOCC4)ccc3c2=O)cc1OC
 : -3%	-6%	-3%	1%	-5%	-17%[10 µM]	-8%	3%
- CC(C)NC(=O)Nc1n[nH]c(Nc2ccc(Cl)cc2)n1
 : -2%	-12%	-23%	-3%	-1%	-6%[10 µM]	-7%	-3%
- CC(C)(C)OC(=O)NCCCCc1cn(CC(=O)N2CCN(C(=O)OC(C)(C)C)CC2)nn1
 : 3%	-9%	1%	11%	-3%	3%[10 µM]	-10%	-5%
- CC(C)(C)NS(=O)(=O)c1ccc2nc(NC(=O)c3cccnc3)sc2c1
 : -5%	-1%	-12%	.	-4%	.	.	-2%
- Cc1ccc2[nH]c(-c3ccccc3)c(CN3CCN(C)CC3)c(=O)c2c1
 : -4%	-9%	-6%	.	4%	-2%	i	1%
- Cc1c(NC(=O)COC(=O)C2(c3ccc(F)cc3)CCCC2)c(=O)n(-c2ccccc2)n1C
 : -2%	-6%	-2%	2%	-2%	-3%	-4%	1%
- CC(=O)c1cccc(N(C(=O)Cn2nnc3ccccc32)C(C(=O)NC2CCCCC2)c2cn(C)nc2C)c1 (configuration not stated)
 : 3%	-7%	-3%	.	-4%	-7%	-11%	3%
- COc1cc(/C=N/Nc2ccc(F)cc2F)cc(OC)c1OC
 : 7%	?	?	-7%	1%	18%[10 µM]	-7%	-1%
- CSc1c(-c2ccccc2)nc2ccc(Cl)cc2c1C(=O)O
 : 2%	-6%	3%	-6%	-3%	-26%	-3%	-1%
- COC(=O)c1cccc(-c2ccc(/C=N/N3C(=O)C4C5C=CC(C6CC56)C4C3=O)o2)c1 (configuration not stated)
 : 0%	-16%	-18%	-9%	0%	.	-13%	5%
- Cc1ccc(-c2csc(N/N=C/c3ccco3)n2)cc1
 : 2%	14µM*	?	-25%	-2%	-15%	-17%	-5%
- CC(=O)OC[C@@H]1O[C@@H](O/N=C2/C[C@@H](O)[C@@H](O)[C@@H]3[C@@H]4C(=O)N([C@@H](C)c5ccccc5)C(=O)[C@H]4CC[C@H]23)[C@H](OC(C)=O)[C@H](OC(C)=O)[C@@H]1OC(C)=O
 : 10%[11.6 µM]	-1%[11.5 µM]	3%[11.6 µM]	.	3%[11.2 µM]	?	11%[11.5 µM]	2%[11.2 µM]
- CCOc1ccc2nc(SCC(=O)Nc3ccc(F)cc3)nc(-c3ccccc3)c2c1
 : ?	-7%	-10%	.	0%	.	.	4%
- O=c1c2ccccc2nnn1CSc1nc2ccccc2[nH]1
 : 1%	2%	2%	-2%	1%	13%[10 µM]	i	1%
- Nc1nonc1C(=O)N1CCCCC1
 : -5%	-10%	-14%	.	1%	-34%[inhibitor]	-5%	-8%
- CCCCNC(=S)NNC(=O)c1ccc2c(c1)OCO2
 : -7%	-3%	-14%	12%	-1%	19%[10 µM]	-15%	-2%
- Cc1ccc(Nc2nc(N)nc(CSCCO)n2)cc1
 : -11%	-4%	-7%	7%	-1%	-24%	-16%	-1%
- Cc1ccc(Cn2c(C(=O)O)c(CNC3CCCC3)c3ccc(C)cc32)cc1
 : 5%	-2%	-1%	.	-1%	.	.	2%
- O=C(CSc1ncnc2c1cnn2-c1ccc(Cl)cc1)NCc1ccc2c(c1)OCO2
 : 2%	2%	6%	31%[activator]	-3%[53 µM]	-50%[inhibitor][10 µM]	-9%	2%[53 µM]
- Brc1nnc2n1-c1ccccc1Sc1ccccc1-2
 : -7%	-10%	-6%	-1%	-2%	6%[1.9 µM]	-5%	-10%
- COc1cccc(-n2cc(C(=O)O)c3ccccc3c2=O)c1
 : -7%	-11%	-8%	-2%	-3%	-3%	-13%	2%

Next structures
Results follow in this order: Tau fibril FP	Tau fibril ThT	Tau fluor counter	L3MBTL1 inh	TR SRC2 fluor cs	HTT cytoprotect	RECQ1 inh	TRb SRC2 PPI
- CCOC(=O)c1c(NC(=O)CSc2ncnc3[nH]ncc23)sc2c1CCC(C)C2 (configuration not stated)
 : -8%	-6%	-22%	.	-1%	-35%[inhibitor]	8%	3%
- O=c1c2ccccc2n(Cc2ccc(Cl)cc2)c(=O)n1Cc1ccco1
 : -1%	-19%	-14%	7%	0%	7%[10 µM]	-3%	2%
- CCc1cccc(C)c1Nc1c(-c2cccc(O)c2)nc2nc(C)cc(C)n12
 : 13%	?	-28%	.	-2%	.	.	-2%
- CCN(CC)C(=O)c1c(C)nc2ccccn12
 : -1%	0%	-1%	.	-2%	-5%	5%	4%
